# Dicer inh: inhibitors of Dicer pre-microRNA processing, primary screen, biochemical, cat-ELCCA, chemiluminescence. Endoribonuclease Dicer (Homo sapiens), Q9UPY3. cat-ELCCA pre-miR-21 Dicer processing; stronger effect = higher value. z-score at 25 µM. 6% of 47,000 active. AID 1347074, 2019; in the data active = z-score above about 3, passing the limit was not always enough;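 also: plate controls were vehicle for no effect and no enzyme for full effect; higher signal means more uncleaved substrate so more Dicer inhibition; strong numbers were not always called active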
# Target sequence (Q9UPY3 whole entry, looked up): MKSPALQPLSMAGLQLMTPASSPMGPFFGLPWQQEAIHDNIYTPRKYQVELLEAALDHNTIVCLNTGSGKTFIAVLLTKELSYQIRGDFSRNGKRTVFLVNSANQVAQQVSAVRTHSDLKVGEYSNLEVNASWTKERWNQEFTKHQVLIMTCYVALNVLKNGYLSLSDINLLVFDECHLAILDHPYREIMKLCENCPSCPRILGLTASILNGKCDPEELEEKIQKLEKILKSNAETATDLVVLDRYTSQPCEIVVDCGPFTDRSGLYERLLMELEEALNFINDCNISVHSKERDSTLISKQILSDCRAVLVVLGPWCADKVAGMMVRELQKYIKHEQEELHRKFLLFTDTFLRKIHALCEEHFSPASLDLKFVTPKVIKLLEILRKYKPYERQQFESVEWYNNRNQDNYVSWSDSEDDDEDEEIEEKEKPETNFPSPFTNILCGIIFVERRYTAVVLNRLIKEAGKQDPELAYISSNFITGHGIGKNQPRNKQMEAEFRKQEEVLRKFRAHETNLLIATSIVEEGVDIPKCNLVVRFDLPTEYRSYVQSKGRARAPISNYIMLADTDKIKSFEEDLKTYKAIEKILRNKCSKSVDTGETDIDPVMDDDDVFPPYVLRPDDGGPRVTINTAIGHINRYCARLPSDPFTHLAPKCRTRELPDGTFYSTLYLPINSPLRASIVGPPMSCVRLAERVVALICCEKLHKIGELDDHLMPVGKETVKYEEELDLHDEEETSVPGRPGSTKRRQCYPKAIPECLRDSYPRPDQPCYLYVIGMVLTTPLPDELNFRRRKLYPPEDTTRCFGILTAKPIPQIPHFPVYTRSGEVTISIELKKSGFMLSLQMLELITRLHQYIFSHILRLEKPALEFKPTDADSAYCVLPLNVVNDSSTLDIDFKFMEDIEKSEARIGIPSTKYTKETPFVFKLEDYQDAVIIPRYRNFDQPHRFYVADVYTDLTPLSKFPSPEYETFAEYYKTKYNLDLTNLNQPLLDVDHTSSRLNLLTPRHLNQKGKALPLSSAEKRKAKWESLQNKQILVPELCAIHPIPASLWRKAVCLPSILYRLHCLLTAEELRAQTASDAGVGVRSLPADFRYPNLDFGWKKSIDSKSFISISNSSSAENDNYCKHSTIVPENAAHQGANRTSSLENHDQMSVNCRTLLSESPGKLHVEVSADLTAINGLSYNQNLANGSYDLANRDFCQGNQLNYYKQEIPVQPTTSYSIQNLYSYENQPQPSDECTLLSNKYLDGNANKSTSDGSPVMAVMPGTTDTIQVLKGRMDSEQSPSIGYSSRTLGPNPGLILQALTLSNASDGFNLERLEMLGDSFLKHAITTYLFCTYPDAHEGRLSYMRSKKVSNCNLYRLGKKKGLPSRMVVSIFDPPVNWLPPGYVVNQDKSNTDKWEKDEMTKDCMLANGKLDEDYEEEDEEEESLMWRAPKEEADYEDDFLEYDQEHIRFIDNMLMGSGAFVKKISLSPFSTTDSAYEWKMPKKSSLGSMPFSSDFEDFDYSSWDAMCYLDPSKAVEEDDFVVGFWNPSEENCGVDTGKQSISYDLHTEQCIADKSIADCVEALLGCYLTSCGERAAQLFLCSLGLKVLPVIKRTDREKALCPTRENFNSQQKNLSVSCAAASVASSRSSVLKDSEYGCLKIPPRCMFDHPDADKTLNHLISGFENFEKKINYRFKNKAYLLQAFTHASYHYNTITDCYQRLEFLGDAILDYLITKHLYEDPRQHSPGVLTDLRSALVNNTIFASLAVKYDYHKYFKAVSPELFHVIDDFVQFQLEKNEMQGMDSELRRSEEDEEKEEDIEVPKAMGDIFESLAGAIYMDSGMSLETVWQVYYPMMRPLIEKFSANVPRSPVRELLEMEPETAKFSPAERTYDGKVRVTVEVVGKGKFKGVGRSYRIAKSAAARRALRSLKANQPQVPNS
# Numbers without * were called inactive. Only part of the results is shown; rates above refer to the full screens.
SMILES,Dicer inh
O=C1CC(c2ccccc2F)Cc2nc(N3CCN(c4ccccn4)CC3)ncc21 (stereo not drawn),1.5
CCCCC#Cc1ccc(C(=O)N/N=C/c2ccccc2)o1,-1.8
O=c1nc(SCc2c(F)cccc2Cl)nc(-c2ccccc2)[nH]1,0.4
COc1ccc(-c2nc3ccc(Cl)cc3c(=O)o2)cc1,-1.9
O=C(Nc1cccc(Cl)c1)Nc1csc([N+](=O)[O-])c1,0.53
O=C(NC(=O)c1ccccc1O)c1ccc(F)cc1,-1.2
Cc1ccc(/C=N/NC(=O)Cn2nc3n(c2=O)-c2ccccc2SC3)o1,1.3
Nc1nc(SCc2nc(-c3ccccc3)no2)n[nH]1,-0.81
CCCN1C(=O)C(O)(CC(=O)c2ccccc2)c2ccccc21 (stereo not drawn),-2
CC1(C)Cc2c(c(N3CCOCC3)nc3sc4c(NCCCO)ncnc4c23)CO1,7
CNC(=S)NNC(=O)c1ccc(C(F)(F)F)cn1,1.9
Clc1ccc(-c2nn3c(-c4ccc(Cl)cc4)nnc3s2)cc1,0.14
CN(C)CCN1C(=O)C(=O)/C(=C(/O)c2ccccc2)C1c1ccc(N(C)C)cc1 (stereo not drawn),1.5
CNC(=O)[C@H]1O[C@@H](n2cnc3c(NCc4cccc(I)c4)ncnc32)C(O)[C@H]1O (stereo partly drawn),-0.15
CC1=C(C(=O)OCC(C)C)C(c2cccs2)C2=C(CCCC2=O)N1 (stereo not drawn),-0.81

# In the list so far, 6 contain a carbonyl joined to an NH by a bond outside any ring.
SMILES,Dicer inh
CCCCC#Cc1ccc(C(=O)N/N=C/c2ccccc2)o1,-1.8
O=C(Nc1cccc(Cl)c1)Nc1csc([N+](=O)[O-])c1,0.53
O=C(NC(=O)c1ccccc1O)c1ccc(F)cc1,-1.2
Cc1ccc(/C=N/NC(=O)Cn2nc3n(c2=O)-c2ccccc2SC3)o1,1.3
CNC(=S)NNC(=O)c1ccc(C(F)(F)F)cn1,1.9
CNC(=O)[C@H]1O[C@@H](n2cnc3c(NCc4cccc(I)c4)ncnc32)C(O)[C@H]1O (stereo partly drawn),-0.15

# (continued)
SMILES,Dicer inh
FC(F)(F)c1ccc(Oc2ccc(-c3noc(-c4ccc(Cl)cc4)n3)cc2)nc1,1.3
Clc1ccc(CN2CCCNCC2)c(Cl)c1,-1.1
Fc1cccc(Cl)c1CSc1nccn1-c1cccnc1,0.01
CCOC(=O)c1cc(C)nn1C(=O)c1c(F)cccc1Cl,-0.54
COc1ccc(-c2nn(-c3ccccc3)cc2C2CC(c3ccccc3)=NN2S(C)(=O)=O)cc1 (stereo not drawn),-0.59
Cn1c(-c2ccc(Cl)cc2)cs/c1=N\C(=S)NCCc1ccccc1,1.6
CO/N=C1/CC(C)(C)Cc2c(C(=O)O)sc(SC)c21,-3.2
Clc1ccc(-c2noc(CSc3nc4ccccc4[nH]3)n2)cc1,1
COc1ccc(C2C3=C(CC(C)(C)CC3=O)N=C3c4ccccc4C(=O)C32)cc1OC (stereo not drawn),-0.17
CCCc1nn(-c2ccc(=O)[nH]n2)c(CCC)c1CC,-0.27
COC(=O)c1ccc(C2c3c(oc4ccccc4c3=O)C(=O)N2Cc2ccc3c(c2)OCO3)cc1 (stereo not drawn),1.3
Nc1c(C(=O)c2ccc(Cl)cc2)sc2nc(-c3cccs3)cc(C(F)(F)F)c12,4.3*
CC(C(=O)N1CCN(Cc2ccccc2)CC1)N1CCN(Cc2ccccc2)CC1 (stereo not drawn),0.15
Cc1cc(C)cc(Oc2c(C(F)(F)F)oc3cc(OCC(=O)O)ccc3c2=O)c1,-0.83
COc1ccc(O)c(-c2cc(C(F)(F)F)nc(-c3ccccc3)n2)c1,1.2
NC(=S)CS(=O)(=O)c1ccccn1,-0.41
C=CCn1c(SCC(=O)OCC)nc2c(c1=O)C1(CCCC1)Cc1ccccc1-2,0.86
Cc1cc(Sc2nnc(N)s2)c2ccccc2n1,-0.49
O=C(Nc1nnc(-c2ccc3c(c2)OCO3)s1)C1CCCCC1,2.9
COc1cc([N+](=O)[O-])c(C)cc1Sc1ccc(C)cc1,-0.13
CCOC(=O)C(C)c1ccc2cc(OC)ccc2c1 (stereo not drawn),4.6*
Cc1ccc(C)n1-c1cc(-c2ccccc2)[nH]n1,-1.3
CCCOC(=O)C1=C(C)Nc2nnnn2C1c1cc(Br)ccc1OC (stereo not drawn),3.5*
COc1ccc(C(=O)c2c(NC(=O)CCC(=O)O)sc3c2CCN(C(=O)OC(C)(C)C)C3)cc1,0.28
N#CCCN(CN1C(=O)C(=O)c2cc(Br)ccc21)C1CCCCC1,-3.1
CCOC(=O)c1nnn2c1nc(Nc1cccc(C(F)(F)F)c1)c1ccccc12,-0.55
CC(C)(C)c1ccc(NC(=O)Nc2nnc(C3CC3)s2)cc1,0.08
COc1cc(S(=O)(=O)n2cc(C)nc2-c2ccccc2)c(OC)cc1Cl,1.3
CCOc1cccc(C2c3c(oc4ccc(C)cc4c3=O)C(=O)N2Cc2ccc3c(c2)OCO3)c1 (stereo not drawn),0.65
O=C(CC1(O)C(=O)N(CCc2ccccc2)c2ccc(Cl)cc21)c1ccc(F)cc1 (stereo not drawn),-0.01
CCC(=O)N1N=C(c2cccs2)CC1c1cn(-c2ccccc2)nc1-c1cccs1 (stereo not drawn),-0.14
Cc1ccc(NC(=O)Nc2c(C)noc2-c2ccc(C(F)(F)F)cc2)cc1,-0.63
O=C1CNC(=S)N1Cc1ccc(Cl)cc1,-0.06
CS(=O)(=O)c1scc(-c2cccc(C(F)(F)F)c2)c1C#N,-0.57
CCOC(=O)c1sc(N2C(=O)c3oc4ccc(C)cc4c(=O)c3C2c2cccc(O)c2)nc1C (stereo not drawn),0.48
CCOC(=O)c1ccc2[nH]c3c(c2c1)CCCCC3=O,0.79
CC(C)n1c(SCC(=O)O)nc2cc(Cl)ccc21,0.67
Cc1ccc(CN2C(=O)c3oc4ccccc4c(=O)c3C2c2cccc(O)c2)cc1 (stereo not drawn),0.3
Cc1cc(N2C(=O)c3ccccc3C2=O)n(C)n1,-2.8
CC(C)(CO)NCC(O)COc1ccc(F)cc1 (stereo not drawn),0.6
CCOC(=O)c1cncc(C#CC(C)(C)O)c1,-0.74
O=C(O)c1c[nH]c2cc(Cl)cc(Cl)c2c1=O,44
O=C(CSc1nnc(-c2ccc(C(F)(F)F)cn2)s1)Nc1ccccc1Cl,0.28
NC(=O)c1nnn(Cc2ccccc2)c1N,-0.15
Cc1[nH]n(-c2ccccc2)c(=O)c1N=Nc1ccc(N2CCOCC2)cc1,1.5

# 4 of these compounds in another layout.
CCOC(=O)c1ccc2[nH]c3c(c2c1)CCCCC3=O
  Dicer inh = 0.79
CC(C)(CO)NCC(O)COc1ccc(F)cc1 (stereo not drawn)
  Dicer inh = 0.6
O=C(O)c1c[nH]c2cc(Cl)cc(Cl)c2c1=O
  Dicer inh = 44
CC(C)n1c(SCC(=O)O)nc2cc(Cl)ccc21
  Dicer inh = 0.67

# (cont.)
SMILES,Dicer inh
CC(=O)Nc1ccc([N+](=O)[O-])cc1C(F)(F)F,1.4
Cn1nc([N+](=O)[O-])nc1Sc1ccccn1,1.4
CC1=C2CCCC2CC/C1=N\Nc1nc(-c2ccccc2)cs1 (stereo not drawn),0.7
CCC(=O)O/N=C(\N)COc1ccc(Cl)cc1Cl,-0.47
CCOC(=O)c1cnc(O/N=C/c2ccc(C#N)cc2)nc1C(F)(F)F,1.2
O=C(COc1ncnc2cc(Cl)ccc12)Nc1ccccc1Cl,0.67
O=S(=O)(CCS(=O)(=O)c1cccs1)c1ccccc1,-1.8
O=C(C1=NNCC1c1ccccc1)c1ccc2ccccc2c1 (stereo not drawn),4.3*
COC(=O)CCC(C)[C@H]1CCC2C3C(C[C@H](O)[C@@]21C)[C@@]1(C)CC[C@@H](O)CC1C[C@H]3O (stereo partly drawn),1.1
O=C(CCSc1c(Cl)cccc1Cl)c1ccco1,1.2
O=c1oc2ccccc2nc1/C=C(\O)c1ccccc1,1.8
CCOC(=O)CSc1nnc2sc3ccccc3n12,1.2
Cn1nc(-c2ccccc2)c(C#N)c1S(C)(=O)=O,3.2*
O=C1CCCc2c1[nH]c1ccc(CN3CCCCC3)cc21,1.1
CCNC(=O)C(COCc1ccccc1)NC(=O)OC(C)(C)C (stereo not drawn),-0.01
Cc1nc([N+](=O)[O-])cn1CC(=O)c1ccc2c(c1)OCCCO2,1.6
CC(C)C(=O)N1c2ccccc2NC2=C(C(=O)CC(C)(C)C2)C1c1cccc(Cl)c1 (stereo not drawn),1.5
Cc1ccc2nc(NC3=NCN(C(C)C)CN3)nc(C)c2c1,0.47
CC1=C(C(=O)OCC2CCCO2)C(c2cccc(O)c2)C2=C(CC(c3cccs3)CC2=O)N1 (stereo not drawn),0.18
COC(=O)C1CCC(NC(C)=O)C(C(=O)OC)C1 (stereo not drawn),1.7
COC(=O)C(N)CCSC (stereo not drawn),-0.52
Fc1ccccc1NC(=S)N/N=C/c1cccc2ccccc12,3.4*
CC(=O)Nc1cc2cc(NC(=O)c3ccc([N+](=O)[O-])cc3)ccc2oc1=O,-0.25
CCN1C(=O)C(O)(CC(=O)c2ccc(C(C)C)cc2)c2cc(Br)ccc21 (stereo not drawn),0.24
O=c1[nH]c2ccccc2nc1-c1cccs1,2.8
Cn1c(=O)c2cn(-c3cccc4ccccc34)cc2n(C)c1=O,-1.9
COc1ccc(C2CC(=O)C3=C(C2)NC(C)=C(C(=O)OC(C)C)C3c2ccc(OC)cc2OC)cc1 (stereo not drawn),0.96
COC(=O)CO/N=C/c1ccc(Cl)cc1Cl,-0.09
O=C(O)c1ccc(Nc2nc(-c3cccnc3)cs2)cc1,6.6*
CCCCNc1n[nH]c2c1CCc1ccccc1-2,0.76
CC(C)NC(=S)Nc1cccc2ccccc12,6.1*
CSC1=NC=C(C#N)C2=NC(C)(c3ccc(Cl)c(Cl)c3)NN12 (stereo not drawn),-0.18
COc1ccc(NC(CC(=O)C2CC2)c2ccccc2)cc1 (stereo not drawn),-1.4
Cc1cc(Br)cnc1N=CN(C)C,3*
Cc1ccc2nc(-c3ccccc3F)oc(=O)c2c1,0.12
CC(=O)c1ccccc1OC(=O)c1c(Cl)cccc1Cl,0.47
Cc1cc(NC(=O)c2ccccc2)n(C(C)(C)C)n1,-0.35
CCCSc1nc2ccccc2[nH]1,1.5
O=C(OCCOCCO)c1ccccc1Nc1cccc(C(F)(F)F)c1,0.59
COc1ccc2c(c1)c(=O)oc1cc3oc(C)c(C)c3cc12,-1.6
COc1cccc2c1OC(C(C)C)N1N=C(c3cc(C)ccc3O)CC21 (stereo not drawn),2.2
Cn1c(=O)c2c(nc(Sc3ccc(Cl)cc3)n2C)n(C)c1=O,3.1*
CC(C)(C)c1ccc(-c2nc3cc(NC(=O)c4ccc([N+](=O)[O-])o4)ccc3o2)cc1,1
Cn1c(=O)c(C(N)=S)cn(-c2ccccc2)c1=O,-1.2
C=CC[n+]1sc2cc(Cl)ccc2c1C,-0.76
Cc1[nH]c(=S)[nH]c(=O)c1Oc1ccc(F)cc1,1.1
Cc1ccc(S(=O)(=O)NC2=NCN(CC3CCCO3)CN2)cc1 (stereo not drawn),-0.61
O=c1c(-c2cccc(Cl)c2)c(C(F)(F)F)oc2cc(O)ccc12,-1.3
CC1=CC(C)(C)N2C(=O)C(=O)c3cc(OC(=O)c4ccc(F)cc4)cc1c32,1.4
Cc1ccc(S(=O)(=O)Nc2ccc(O)c(Br)c2)cc1,1.4
Clc1ccc(CSC2=NCN(C3CC3)CN2)cc1Cl,-1.8
CCOC(=O)C(C)n1cnc2c1c(=O)[nH]c(=O)n2C (stereo not drawn),-0.01
CCN1C(=O)C2(/C(=C(/O)c3ccc(C)c(F)c3)C(=O)C(=O)N2CCN(C)C)c2ccccc21 (stereo not drawn),2.1
CCn1c2ccccc2c2nc(C)sc21,-0.75
NS(=O)(=O)c1ccc2c(c1)OCCO2,-0.87
O=S(=O)(c1cccc2nsnc12)N1CCN(Cc2ccccc2)CC1,-0.02
Cn1c(=O)[nH]c(=O)c2c1nc(NCCCn1ccnc1)n2Cc1ccc(F)cc1,-0.77
OCC1c2ccccc2-c2ccccc21,-0.17
NNC(=O)c1cnn(-c2ccccc2)c1C(F)(F)F,-1.3
C=CCN1C(=O)C(O)(CC(=O)c2c(C)n[nH]c2C)c2cc(Br)ccc21 (stereo not drawn),-4.2

# Reprinted from the entries so far for reference:
SMILES,Dicer inh
OCC1c2ccccc2-c2ccccc21,-0.17
NNC(=O)c1cnn(-c2ccccc2)c1C(F)(F)F,-1.3
C=CCN1C(=O)C(O)(CC(=O)c2c(C)n[nH]c2C)c2cc(Br)ccc21 (stereo not drawn),-4.2

# (cont.)
SMILES,Dicer inh
O=C(/N=C1/NC(=O)C(F)(C(F)(F)F)S1)NC1CCCCC1 (stereo not drawn),2.7
O=C(CSc1nnc2c(n1)-c1cccc3cccc-2c13)Nc1ccc(Cl)c(C(=O)O)c1,-0.85
CC(C)CCOc1cccc(C2c3c(oc4ccccc4c3=O)C(=O)N2c2ccccn2)c1 (stereo not drawn),1.2
CCOC(=O)/C(=C(/C)Nc1ccc(F)cc1)C1CC(=O)N(c2ccc(F)cc2)C1=O (stereo not drawn),0.24
O=C(CCSc1nc(-c2ccco2)cc(C(F)(F)F)n1)Nc1cnn(Cc2ccccc2)c1,2.9
CCOC(=O)c1cc(=O)n(C)c2c1c(=O)oc1ccccc12,-0.79
CNC(=S)NNC(=O)c1cc(C(C)(C)C)nn1Cc1ccc(F)cc1,-0.41
CCC(=O)N1c2ccccc2C(N(C(=O)c2ccco2)c2ccccc2)CC1C (stereo not drawn),0.95
CC1=CC(C)(C)N(C(=O)CSc2nncn2C)c2ccccc21,0.89
N#CCCN(C1CCCCC1)S(=O)(=O)c1cc(Cl)c(Cl)cc1Cl,-0.62
Cc1onc(-c2c(Cl)cccc2Cl)c1C(=O)NNC(=O)Sc1ccccc1[N+](=O)[O-],-0.64
CCOc1cc(C2Nc3ccc4ccccc4c3C3=C2C(=O)CC(C)(C)C3)ccc1O (stereo not drawn),0.64
